TcdB GH inh – inhibitors of Clostridioides difficile toxin B glycohydrolase | TcdB glycohydrolase enzymatic assay, plate reader | inhibition, % at 9.99 µM | 350,000 tested, 0.24% active; in the data active means inhibition above about 10%
An asterisk follows results filed as active.

mol | TcdB GH inh
Cc1ccc(S(=O)(=O)N[C@@H]2CC[C@@H](CCn3cc(C4(O)CCCC4)nn3)O[C@H]2CO)cc1 | 1.2
COc1ccc(NC(=O)Nc2cccc3c2O[C@@H](CN(C)CC2CCCCC2)[C@H](C)CN([C@@H](C)CO)C3=O)cc1 | 0.3
CN1CCN(C(=O)C[C@H]2C[C@@H]3c4cc(NC(=O)Cc5ccncc5)ccc4O[C@@H]3[C@H](CO)O2)CC1 | -2.4
CC(C)NC(=O)Nc1ccc2c(c1)C(=O)N([C@H](C)CO)C[C@H](C)[C@H](CN(C)C(=O)c1ccccc1)OCCCC[C@@H](C)O2 | 0.6
COc1cccc(S(=O)(=O)N(C)C[C@H]2OCc3ccccc3-c3c(n(C)c4ccccc34)C(=O)N([C@@H](C)CO)C[C@H]2C)c1 | -0.6
C[C@H](CO)N1C[C@H](C)[C@H](CN(C)S(C)(=O)=O)Oc2ncc(C#Cc3cccnc3)cc2C1=O | -0.6
C[C@@H]1CCCCO[C@H](CN(C)S(=O)(=O)c2cn(C)cn2)[C@@H](C)CN([C@H](C)CO)C(=O)c2cc(NS(=O)(=O)c3ccccc3)ccc2O1 | -0.2
COc1ccc(NC(=O)Nc2ccc3c(c2)C(=O)N([C@H](C)CO)C[C@H](C)[C@@H](CN(C)C(=O)Cc2ccccc2)OCCCC[C@@H](C)O3)cc1 | 1.5
C[C@@H]1CN([C@@H](C)CO)C(=O)c2cc(C#Cc3ccccc3F)cnc2O[C@H]1CN(C)C(=O)Cc1ccncc1 | -1.3
CO[C@@H]1CN(C)C(=O)c2cc(NS(=O)(=O)c3ccccc3)ccc2OC[C@@H](C)N(Cc2ccccn2)C[C@@H]1C | -0.1
COc1ccc2c3c(n(C)c2c1)[C@H](CO)NCC31CCN(S(=O)(=O)c2cccc(C)c2)CC1 | -0.1
COC(=O)C[C@H]1C[C@@H]2c3cc(NC(=O)C4CCC4)ccc3O[C@@H]2[C@@H](CO)O1 | 1.1
C/C=C/c1cnc2c(c1)C(=O)N([C@@H](C)CO)C[C@H](C)[C@@H](CN(C)Cc1ccncc1)O2 | -0.1
O=C(NC1CCCCC1)N1[C@@H]2CNC[C@H]1C2c1ccc(-c2ccccc2F)cc1 (stereo not given in full) | -2.5
COc1cccc(CN2[C@H](CO)[C@H]3c4ccccc4N(C(=O)c4cccnc4)C[C@H]32)c1 | -1.0
COCCNC[C@H]1[C@@H](c2ccccc2)[C@@H](CO)N1c1nc(C)c(C)s1 | 1.2
CC(C)NC(=O)N(C)C[C@@H]1Oc2ccc(NC(=O)CCCCCC(=O)Nc3ccccc3N)cc2CC(=O)N([C@H](C)CO)C[C@@H]1C | 0.0
COc1ccc(S(=O)(=O)Nc2ccc3c(c2)CC(=O)N([C@H](C)CO)C[C@H](C)[C@@H](CN(C)S(C)(=O)=O)O3)cc1 | -1.4
COc1ccccc1NC(=O)N[C@@H]1CC[C@@H](CCn2cc(-c3ccccc3OC)nn2)O[C@H]1CO | 0.1
COc1ccc2c3c(n(C)c2c1)[C@H](CO)N(C(=O)c1ccncc1)CC31CCN(S(C)(=O)=O)CC1 | 0.1
O=C(N[C@@H]1CC[C@@H](CCNC(=O)c2ccccc2F)O[C@H]1CO)c1ccc2c(c1)OCO2 | -0.3
O=C(Nc1ccccc1)N1CCCCN2[C@H](CO)[C@@H](c3ccc(C4=CCCCC4)cc3)[C@H]2C1 | -0.6
Cc1ccccc1-c1ccc([C@H]2[C@@H](CO)N3CCCCN(C(=O)NC4CCCC4)C[C@H]23)cc1 | 0.6
C[C@@H]1CN([C@H](C)CO)C(=O)c2cc(NC(=O)CCCN(C)C)ccc2O[C@H]1CN(C)CC1CCCCC1 | 3.9
C[C@@H]1CCCCO[C@@H](CN(C)C(=O)Cc2ccccc2)[C@@H](C)CN([C@H](C)CO)C(=O)c2cc(NS(=O)(=O)c3cccs3)ccc2O1 | -2.0
Cc1noc(C)c1NC(=O)Nc1ccc2c(c1)C(=O)N([C@H](C)CO)C[C@H](C)[C@H](CN(C)Cc1ccc(C(=O)O)cc1)O2 | 0.5
COc1ccc(NC(=O)N2CC(=O)N3[C@H](CO)[C@H](c4ccc(C#CCC5CCCC5)cc4)[C@H]3C2)cc1 | -1.5
C[C@@H]1CN([C@H](C)CO)S(=O)(=O)c2ccc(C#Cc3ccncc3)cc2O[C@@H]1CN(C)C(=O)Nc1ccc2c(c1)OCO2 | -0.9
O=C(C[C@@H]1C=C[C@H](NC(=O)Nc2ccccc2)[C@H](CO)O1)NCc1cccc(F)c1 | -0.9
Cc1noc(C)c1S(=O)(=O)Nc1ccc2c(c1)C(=O)N([C@H](C)CO)C[C@H](C)[C@@H](CN(C)S(=O)(=O)c1ccc(F)cc1)OCCCC[C@H](C)O2 | 2.1
C[C@@H]1CN([C@@H](C)CO)C(=O)c2cc(-c3ccccc3F)cnc2O[C@H]1CN(C)C(=O)C1CCOCC1 | -0.3
Cc1ccc(S(=O)(=O)N(C)C[C@@H]2Oc3ccc(NC(=O)Cn4cnnn4)cc3C(=O)N([C@@H](C)CO)C[C@@H]2C)cc1 | 0.1
Cc1noc(C)c1S(=O)(=O)Nc1ccc2c(c1)C(=O)N([C@@H](C)CO)C[C@H](C)[C@@H](CN(C)Cc1ccccc1)OCCCC[C@H](C)O2 | 1.6
CCCNC(=O)C[C@H]1CC[C@@H]2[C@H](COC[C@H](O)CN2Cc2ccncc2)O1 | -0.5
CO[C@H]1CN(C)C(=O)c2cc(NC(=O)NC(C)C)ccc2OC[C@H](C)N(Cc2ccccc2)C[C@H]1C | -0.3
O=C(CN1CCOCC1)NCC[C@@H]1CC[C@H](NC(=O)Nc2ccc(Cl)cc2)[C@@H](CO)O1 | 0.9
CN1C(=O)c2cc(NC(=O)c3ccc(F)c(F)c3)ccc2OC[C@@H]2O[C@@H](CC(=O)N3CCCCC3)CC[C@H]21 | 0.9
O=C(O)C[C@@H]1CC[C@@H](NC(=O)c2ccncc2)[C@@H](CO)O1 | -1.2
CO[C@H]1CN(C)C(=O)c2cc(NS(=O)(=O)c3cccc(F)c3)ccc2OC[C@@H](C)N(Cc2cc(F)ccc2F)C[C@H]1C | 2.3
C[C@H](CO)N1C[C@H](C)[C@H](CN(C)Cc2ccc(C(F)(F)F)cc2)Oc2ccc(NC(=O)Nc3cccc4ccccc34)cc2CC1=O | 0.5

Copied from the entries so far (7 entries):
mol | TcdB GH inh
Cc1ccc(S(=O)(=O)N[C@@H]2CC[C@@H](CCn3cc(C4(O)CCCC4)nn3)O[C@H]2CO)cc1 | 1.2
COc1ccc(NC(=O)Nc2cccc3c2O[C@@H](CN(C)CC2CCCCC2)[C@H](C)CN([C@@H](C)CO)C3=O)cc1 | 0.3
CN1CCN(C(=O)C[C@H]2C[C@@H]3c4cc(NC(=O)Cc5ccncc5)ccc4O[C@@H]3[C@H](CO)O2)CC1 | -2.4
CC(C)NC(=O)Nc1ccc2c(c1)C(=O)N([C@H](C)CO)C[C@H](C)[C@H](CN(C)C(=O)c1ccccc1)OCCCC[C@@H](C)O2 | 0.6
COc1cccc(S(=O)(=O)N(C)C[C@H]2OCc3ccccc3-c3c(n(C)c4ccccc34)C(=O)N([C@@H](C)CO)C[C@H]2C)c1 | -0.6
C[C@H](CO)N1C[C@H](C)[C@H](CN(C)S(C)(=O)=O)Oc2ncc(C#Cc3cccnc3)cc2C1=O | -0.6
C[C@@H]1CCCCO[C@H](CN(C)S(=O)(=O)c2cn(C)cn2)[C@@H](C)CN([C@H](C)CO)C(=O)c2cc(NS(=O)(=O)c3ccccc3)ccc2O1 | -0.2

(listing goes on)
mol | TcdB GH inh
C[C@H](CO)N1C[C@H](C)[C@H](CN(C)Cc2ccccc2)Oc2ccc(NS(=O)(=O)c3cccs3)cc2CC1=O | -2.2
CO[C@H](CN(C)S(=O)(=O)c1ccc(Cl)cc1)[C@H](C)CN(C(=O)Nc1ccccc1F)[C@@H](C)CO | -1.3
C[C@@H]1CN([C@@H](C)CO)C(=O)c2ccccc2-c2ccccc2CO[C@@H]1CN(C)Cc1ccncc1 | 0.3
CC(C)NC(=O)Nc1ccc2c(c1)C(=O)N([C@H](C)CO)C[C@H](C)[C@@H](CN(C)Cc1ccc(Cl)c(Cl)c1)O2 | 1.0
COc1ccc(NC(=O)Nc2ccc3c(c2)C(=O)N([C@@H](C)CO)C[C@H](C)[C@H](CN(C)CC2CCCCC2)OCCCC[C@H](C)O3)cc1 | 0.1
C[C@H](CO)N1C[C@H](C)[C@@H](CN(C)C(=O)c2ccc3c(c2)OCO3)Oc2ncc(/C=C/c3ccccc3)cc2C1=O | -0.2
C/C=C/c1ccc([C@@H]2[C@H](CO)N(C(=O)C3CCC3)C23CN(C(=O)NC(C)C)C3)cc1 | 0.5
C[C@H]1CN([C@@H](C)CO)C(=O)c2cccc(NC(=O)c3cnccn3)c2O[C@@H]1CN(C)S(=O)(=O)c1cccs1 | 0.1
Cc1ccc(OC(=O)N(C)C[C@H]2OCc3ccccc3-c3ccccc3C(=O)N([C@H](C)CO)C[C@@H]2C)cc1 | 0.7
CN1C(=O)c2cc(NC(=O)c3ccc(F)c(F)c3)ccc2OC[C@H]2O[C@@H](CC(=O)N3CCCCC3)CC[C@H]21 | 2.5
CN(C)C(=O)c1cccc(-c2ccc([C@H]3[C@@H](CO)N4C(=O)CN(C(=O)CC5CC5)C[C@@H]34)cc2)c1 | 0.4
COc1cccc(C(=O)N2C[C@@H]3[C@H](c4ccccc42)[C@H](CO)N3C(=O)c2ccccc2)c1 | -1.4
CC(C)NC(=O)N(C)C[C@H]1Oc2ccc(N(C)C)cc2C(=O)N([C@H](C)CO)C[C@@H]1C | -2.6
CCCC(=O)N1CCC2(CC1)CN(C(C)=O)[C@@H](CO)c1c2c2ccc(OC)cc2n1C | -1.2
COc1ccc(NC(=O)N(C)C[C@@H]2Oc3ncc(Br)cc3C(=O)N([C@H](C)CO)C[C@@H]2C)cc1 | -1.4
Cc1noc(C)c1S(=O)(=O)Nc1ccc2c(c1)CC(=O)N([C@@H](C)CO)C[C@H](C)[C@H](CN(C)C(=O)Nc1cccc3ccccc13)O2 | 0.7
CN1c2ccc(-c3ccccc3)cc2[C@H]2[C@H](CCN2C(=O)Cc2cccnc2)[C@H]1CO | 2.9
CCCN1C[C@H](C)[C@H](OC)CN(C)C(=O)c2ccc(NC(=O)Nc3c(C)noc3C)cc2OC[C@@H]1C | -1.6
COC(=O)[C@@H]1[C@@H](CO)[C@@H]2Cn3c(ccc(-c4ccccc4OC)c3=O)[C@@H]2N1C(=O)c1cccnc1 | -0.6
CCN(C[C@@H]1[C@@H](c2ccccc2)[C@H](CO)N1C(C)=O)C(=O)NC(C)C | -1.7
O=C(C[C@@H]1C=C[C@@H](NC(=O)C2CCOCC2)[C@@H](CO)O1)NCc1ccncc1 | -2.1
C[C@@H]1CN([C@H](C)CO)C(=O)Cc2cc(NS(C)(=O)=O)ccc2O[C@@H]1CN(C)C(=O)Nc1cccc2ccccc12 | -1.7
CN(C)CCCNC(=O)C[C@H]1CC[C@H]2[C@@H](COC[C@H](O)CN2S(=O)(=O)c2ccc(F)cc2)O1 | -0.3
C[C@@H]1CN([C@H](C)CO)C(=O)c2cc(Br)cnc2O[C@@H]1CN(C)CC1CCCC1 | -0.1
Cc1noc(C)c1NC(=O)Nc1cccc2c1O[C@@H](CN(C)S(=O)(=O)c1ccc(Cl)cc1)[C@@H](C)CN([C@@H](C)CO)C2=O | 0.1
COc1ccc(S(=O)(=O)N(C)C[C@H]2Oc3c(NC(=O)Nc4ccc5c(c4)OCO5)cccc3C(=O)N([C@@H](C)CO)C[C@@H]2C)cc1 | 0.3
C[C@@H](NC(=O)C[C@@H]1CC[C@H](NC(=O)c2cccnc2)[C@H](CO)O1)c1ccccc1 | 0.5
CCC(=O)Nc1ccc2c(c1)C(=O)N(C)[C@H]1CC[C@@H](CC(=O)NCCN3CCCCC3)O[C@@H]1CO2 | -0.7
COCCNC(=O)C[C@@H]1CC[C@@H]2[C@@H](COc3ccc(NC(=O)C4CCCC4)cc3C(=O)N2C)O1 | -0.4
COc1ccc2c3c(n(C)c2c1)[C@H](CO)NCC31CCN(CC2CC2)CC1 | -4.3
COc1ccc(S(=O)(=O)N(C)C[C@H]2OCCCC[C@H](C)Oc3ccc(NC(=O)NC(C)C)cc3C(=O)N([C@@H](C)CO)C[C@@H]2C)cc1 | -0.8
O=C(C[C@@H]1C[C@H]2c3cc(NC(=O)C4CCC4)ccc3O[C@H]2[C@@H](CO)O1)NCC(F)(F)F | -0.6
C[C@H]1CN([C@@H](C)CO)C(=O)c2cccc(N(C)C)c2O[C@@H]1CN(C)S(=O)(=O)c1ccc(Cl)cc1 | 0.4
O=C(Nc1ccccc1)N1CCCCN2[C@H](C1)[C@@H](c1ccc(C#Cc3ccccc3)cc1)[C@@H]2CO | 0.9
C[C@@H]1CN([C@H](C)CO)C(=O)c2cccc(NS(C)(=O)=O)c2O[C@H]1CN(C)S(=O)(=O)c1ccc(Cl)cc1 | 0.5
Cc1noc(C)c1S(=O)(=O)N(C)C[C@H]1Oc2ccc(NC(=O)CCC(F)(F)F)cc2CC(=O)N([C@@H](C)CO)C[C@@H]1C | -0.1
O=C(NCC[C@@H]1CC[C@H](NC(=O)C2CCCC2)[C@H](CO)O1)Nc1ccc(Cl)cc1 | -1.0
CO[C@@H]1CN(C)C(=O)c2ccc(NC(=O)Nc3cc(F)ccc3F)cc2OC[C@H](C)NC[C@H]1C | 0.7
C[C@@H]1CN([C@@H](C)CO)C(=O)c2cc(NC(=O)c3ccncc3)ccc2O[C@@H](C)CCCCO[C@@H]1CN(C)S(=O)(=O)c1cn(C)cn1 | 1.2
C[C@@H]1CCCCO[C@@H](CN(C)CC2CCCCC2)[C@@H](C)CN([C@@H](C)CO)C(=O)c2cc(NC(=O)Nc3ccc(F)cc3)ccc2O1 | 0.3
Cc1ccc(S(=O)(=O)N(C)C[C@@H]2OCCCC[C@@H](C)Oc3ccc(NS(C)(=O)=O)cc3C(=O)N([C@@H](C)CO)C[C@H]2C)cc1 | 1.2
CCC(=O)N1C[C@@H](O)COC[C@@H]2O[C@H](CC(=O)NCC3CCCCC3)CC[C@H]21 | 0.8

Only part of the results is shown, so the mix of outcomes need not match the whole.
